Source: PubChem
mHTT-CaM PPI inh – mHTT-calmodulin interaction abrogation; P42858; AlphaScreen His-mHTT/GST-CaM binding, luminescence; inhibition, % at 15 µM; 190,000 compounds, 3.6% hits;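 further: 0% = both proteins with DMSO and 100% = one protein alone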
Pf apPOL block – Pf-apPOL DNA polymerase inhibition; 210,000 compounds, 0.25% hits; Recombinant Pf-apPOL, molecular beacon fluorescence, 1.5 h; inhibition, % at 10 µM
The depositor's hits bear a star; / = no result given; & = joins results of further samples. No stated cut-off is given here; in the data, active means inhibition above about 50%; inactive means the rest.

canonical_smiles	mHTT-CaM PPI inh	Pf apPOL block
O=C(Nc1ccc(OC(F)(F)F)cc1)c1oc2ccccc2c1NC(=O)C1CCCO1 (stereo not given)	-8	2
CNCCC(Oc1ccccc1OC)c1ccccc1 (stereo not given)	/	7
O=C(O)CCS(=O)(=O)c1ccc(Cl)c(Cl)c1	-2	-3
Cc1nc2sccn2c(=O)c1NC(=O)c1ccc(Cl)cc1	-3	0
N#Cc1c(Nc2ccccc2)ccnc1NCc1ccccc1	25	0
COc1cccc(N2C(=O)c3ccc(C(=O)Nc4c[nH]c(=O)[nH]c4=O)cc3C2=O)c1	8	3
CCc1nc(-c2ccc(C(=O)N3CCc4ccccc4C3)cc2)cs1	60*	-1
CCc1ccc(C(=O)N2CCC(c3nc(C(=O)N4CCOCC4)c(C)o3)CC2)cc1	10	-8
COc1ccc(OC)c(C2=C/C(=C\c3ccc(OC)c(OC)c3)C(=O)O2)c1	20	-2
Cc1nc2c(C(=O)NCc3ccco3)cnn2c(C)c1Cc1ccccc1Cl	11	-5
Cc1nc(-c2ccc(-c3noc(-c4ccccc4C)n3)cc2)cs1	-10	-1
O=C(C1CCCO1)N1CCC(OCc2nc(-c3ccncc3)no2)CC1 (stereo not given)	1	-2
O=C1OC(c2cccnc2Sc2ccc(Cl)cc2)=NC1=Cc1ccc(C(F)(F)F)cc1	/	7&1
O=C(COc1cccc2ccc(N3CCOCC3)nc12)NCc1ccccc1Cl	-12	-5
Cc1cc([N+](=O)[O-])c(NCC(C)O)cc1N (stereo not given)	1	-1
CCOc1ccc(CN2CCN(C(=O)c3cccs3)CC2)cc1	4	-1
Cc1ccc(S(=O)(=O)Nc2ccc(NS(C)(=O)=O)cc2)cc1	0	-2
COc1ccc(-c2cn3c(CCC(=O)N4CCN(c5ncccn5)CC4)csc3n2)cc1	0	-5
Cc1cc(C)n(-c2cc(NCc3ccccc3C)ncn2)n1	-6	-1
O=C1c2ccc(Br)cc2C(=O)N1CO	-1	1
O=c1oc2ccccc2cc1-c1cn2c(n1)sc1cc(Cl)ccc12	14	-3
COc1cc(C=C2SC(=N)NC2=O)ccc1OCC(=O)Nc1ccccc1C	20	-5
COc1ccc(CN2CCn3cnnc3C2)c(Cl)c1OC	6	1
CC(=O)N1CCC2(CC1)N=C(c1ccc(C)c(C)c1)CC(c1cc(Cl)ccc1O)N2 (stereo not given)	63*	-2
O=C(c1cc(F)ccc1F)N1CCCCC1CCN1CCOCC1 (stereo not given)	-3	-6
Cc1ccc(O)c(NC(=O)c2cnn3c2NC(c2cccs2)CC3C(F)(F)F)c1 (stereo not given)	9	-8
CC1(C)COCN1S(=O)(=O)c1ccc(C(=O)Nc2nnc(-c3cccs3)o2)cc1	26&10	-129&-33
NS(=O)(=O)c1ccc(NC(=O)CC(CC(=O)O)c2ccccc2)cc1 (stereo not given)	/	4
COCC(=O)Nc1nnc(C(C)(C)C)s1	-3	-4
O=C1SC(Br)C(=O)N1c1ccc(Br)cc1 (stereo not given)	5	0

A different layout for some results above.
Below each compound – mHTT-CaM PPI inh, Pf apPOL block
> O=C(Nc1ccc(OC(F)(F)F)cc1)c1oc2ccccc2c1NC(=O)C1CCCO1 (stereo not given)
    -8, 2
> CNCCC(Oc1ccccc1OC)c1ccccc1 (stereo not given)
    /, 7
> O=C(O)CCS(=O)(=O)c1ccc(Cl)c(Cl)c1
    -2, -3
> Cc1nc2sccn2c(=O)c1NC(=O)c1ccc(Cl)cc1
    -3, 0
> N#Cc1c(Nc2ccccc2)ccnc1NCc1ccccc1
    25, 0
> COc1cccc(N2C(=O)c3ccc(C(=O)Nc4c[nH]c(=O)[nH]c4=O)cc3C2=O)c1
    8, 3
> CCc1nc(-c2ccc(C(=O)N3CCc4ccccc4C3)cc2)cs1
    60*, -1
> CCc1ccc(C(=O)N2CCC(c3nc(C(=O)N4CCOCC4)c(C)o3)CC2)cc1
    10, -8
> COc1ccc(OC)c(C2=C/C(=C\c3ccc(OC)c(OC)c3)C(=O)O2)c1
    20, -2
> Cc1nc2c(C(=O)NCc3ccco3)cnn2c(C)c1Cc1ccccc1Cl
    11, -5
> Cc1nc(-c2ccc(-c3noc(-c4ccccc4C)n3)cc2)cs1
    -10, -1
> O=C(C1CCCO1)N1CCC(OCc2nc(-c3ccncc3)no2)CC1 (stereo not given)
    1, -2
> O=C1OC(c2cccnc2Sc2ccc(Cl)cc2)=NC1=Cc1ccc(C(F)(F)F)cc1
    /, 7&1
> O=C(COc1cccc2ccc(N3CCOCC3)nc12)NCc1ccccc1Cl
    -12, -5
> Cc1cc([N+](=O)[O-])c(NCC(C)O)cc1N (stereo not given)
    1, -1
> CCOc1ccc(CN2CCN(C(=O)c3cccs3)CC2)cc1
    4, -1
> Cc1ccc(S(=O)(=O)Nc2ccc(NS(C)(=O)=O)cc2)cc1
    0, -2
> COc1ccc(-c2cn3c(CCC(=O)N4CCN(c5ncccn5)CC4)csc3n2)cc1
    0, -5
> Cc1cc(C)n(-c2cc(NCc3ccccc3C)ncn2)n1
    -6, -1

(further entries)
canonical_smiles	mHTT-CaM PPI inh	Pf apPOL block
Cc1nc(-c2ccccc2O)n(-c2ccccc2)n1	12	6
Cc1cccc(NC(=O)C2CN(C(=O)c3cc(C)on3)C2)n1	-8	8
Cc1c(Br)c(C(F)(F)F)nn1CC(=O)NCc1cccs1	-5	14
COc1ccc(-c2cc3ccc4c(c3oc2=O)CN(C2CCS(=O)(=O)C2)CO4)cc1 (stereo not given)	-4	-14
COc1cc(C(=O)Nc2nnc(N=Cc3ccc([N+](=O)[O-])s3)s2)cc(OC)c1OC	14	-4
COc1cc(OC)c(OC)cc1CN1CCN(C/C=C/c2ccccc2)CC1	4	-8
COCCNC(=O)NC1(C(F)(F)F)Oc2ccc(Cl)cc2O1 (stereo not given)	2	-4
CCCc1cc(C2CCCN2C(=O)Nc2ccccc2Cl)no1 (stereo not given)	-13	-8
CN(C)c1ncncc1N1CCC(C(=O)Nc2cccc(Cl)c2)CC1	-2	-2
O=C(CSc1nnc(-c2ccco2)c(-c2ccco2)n1)Nc1ccc(C(=O)O)cc1	29	4
CC(C)c1ccc(/C=c2\sc3nc(=O)c(Cc4ccccc4)nn3c2=O)cc1	3	-5
CCOc1cc2c(cc1OCC)C(c1nc(CC)[nH]c1C)NCC2 (stereo not given)	5	-4
CC(NC(=O)C1CCCN(c2cnc3nccnc3c2)C1)c1ccc(F)cc1 (stereo not given)	-5	-1
COCCCN1C(=O)c2ccc(C(=O)Nc3ccc(Br)cc3)cc2C1=O	3	-7
C=CCn1c(C23CC4CC(CC(C4)C2)C3)n[nH]c1=S	-3	/
O=C(NCc1ccccc1C(F)(F)F)c1cn2c(n1)CCCC2	-7	-3
CC(=O)NCc1csc(C2CCCN(S(=O)(=O)Cc3cc(C)ccc3C)C2)n1 (stereo not given)	22	-4
CCCN(C)C1CN(Cc2cn(CCCC(=O)OC)nn2)S(=O)(=O)C1 (stereo not given)	-11	-7
O=C(NCc1ccccn1)C1CCCN(c2nc3ccccc3o2)C1 (stereo not given)	27	-14
CCOc1ccc(C(=O)Nc2c3c(nn2-c2cccc(Cl)c2)CS(=O)C3)cc1 (stereo not given)	-6	-2
Cc1ccc(C)c(C(=O)N2CCc3c(c(-c4nc(-c5ccccc5)no4)nn3C)C2)c1	0	2
O=C1CC(n2c(=O)oc3ccccc32)C2COC1O2 (stereo not given)	2	-4
Cc1ccc(C)c(N2C=C(C#N)S(=O)(=O)c3c(F)cccc32)c1	-3	-2
COC(=O)c1c(C)[nH]c(C)c1-c1ccn[nH]1	/	-4
CCOCCCNS(=O)(=O)c1ccc(OCC)c2ncccc12	-4	-9
O=C(Cc1csc(-n2cccc2)n1)NCc1ccccn1	-2	7
CC(C)N(C(=O)Cn1c(COc2ccccc2)nc2ccccc21)c1ccccc1	24	-1
CCN(c1nc(N)c(C(=O)N=C(N)N)nc1Cl)C(C)C	/	10
COc1cc(C(=O)Nc2cc(C)on2)c([N+](=O)[O-])cc1OC	3	-2
CC(=O)C1=C(O)C(=O)N(CC(=O)O)C1c1ccc(Cl)cc1 (stereo not given)	-4	-1
O=[N+]([O-])CS(=O)(=O)c1cccc(Cl)c1	/	-6
O=C(c1cccs1)N1CCC(c2nc(-c3ccccc3)n[nH]2)CC1	7	-2
O=C1C2=C(Nc3[nH]c(=O)[nH]c(=O)c3C2c2ccccc2)c2ccccc21 (stereo not given)	24	4
Cc1cc(OCC(=O)Nc2ccc(F)cc2Cl)nc(N2CCC(C)CC2)n1	-9	2
CCc1cccc(-n2nnc(C(=O)N3CCSCC3)c2-c2cccnc2)c1	-2	0
COc1cc(CNC(=O)c2ccccc2SC)cc(OC)c1OC	-7	-6
O=C(Nc1ccccc1C(=O)NCC1CCCO1)c1cccc(I)c1 (stereo not given)	-4	-6
Cn1cnnc1SCN1C(=O)c2ccccc2C1=O	1	1
Cc1noc(C)c1C1CCCN1Cc1ccc(F)cc1 (stereo not given)	-16	-5
CCC(CC)C(=O)N1CCCC(COc2ccc(C(=O)N3CCCC3)cc2)C1 (stereo not given)	1	-4
O=C(Nc1ccccn1)C12CC3CCC(CC(C3)C1)C2	-5	7
COc1ccc(CNC(=O)C2(C)Cc3ccccc3C(=O)N2C2CC2)cc1 (stereo not given)	-5	2
COc1c(Cl)cc(C(=O)Nc2nc3ccccc3s2)cc1Cl	-3	-3
O=C(CN1CCC(c2nc(-c3cccc(F)c3)no2)CC1)Nc1ccccc1	15	-5
O=C(CCC(=O)Nc1noc2ccccc12)Nc1ccc(F)cc1	-2	-4
Cc1cc(-c2ccc(C)o2)c(C#N)c(SCC(N)=O)n1	3	-4
O=C1C(=Cc2ccncc2)Oc2cc(OC(=O)C3CC3)ccc21	7	-6
O=C(CN1C(=O)NC2(CCCCC2)C1=O)N1CCCCC1	5	8
COC(=O)c1ccc(CSc2ccccc2N)cc1	/	-6
COc1ccc(NC(=S)Nc2ccc(OC)cc2)cc1	/	-4&-2
COc1ccccc1CNC(=O)C1CC(=O)N(CCc2ccc(OC)c(OC)c2)C1 (stereo not given)	1	-15
CNC(=O)N1CCc2ccc(C(=O)N(C)C)cc21	-4	2
COc1ccc(C)cc1NC(=O)CSc1nnc(C(F)(F)F)n1C	/	-5
O=C(NCCC1=CCCCC1)C(=O)Nc1cc2c3c(c1)CCC(=O)N3CCC2	-17	-3
CSc1nc(C)nc(N)c1C#N	/	-9
COc1ccccc1Oc1c(C(F)(F)F)oc2c(CN3CCCC(C)C3)c(O)ccc2c1=O (stereo not given)	14	-7
CCNC(=O)N1CCCC(c2cccc(C(=O)NCCN3CCCCC3)c2)C1 (stereo not given)	-9	-9
O=C(CSc1nnc2c(n1)[nH]c1ccccc12)N1CCCc2ccccc21	15&21	-7&-8
Cc1ccc(NC(=O)c2ccc(C(C)(C)C)cc2)cc1	-15	1
Cc1ccc(-c2nnc(N3CCC(C(=O)NCCN4CCOCC4)CC3)o2)cc1	7	-2

(next part)
canonical_smiles	mHTT-CaM PPI inh	Pf apPOL block
CSc1cccc(NC(=O)N2CCC(Cc3nc4cccnc4n3C(C)C)C2)c1 (stereo not given)	5	-1
O=C(NC1CCCC1)c1nnc(N2CCCCC2)c2ccccc12	0	2
O=c1[nH]c(-c2ccc(F)cc2)nc2c1CCN(S(=O)(=O)c1cccs1)C2	5	0
CC1=C(C(=O)Nc2ccccc2C(F)(F)F)C(c2ccncc2)C2=C(CCCC2=O)N1 (stereo not given)	8	-6
O=C1NN(c2ccccc2)C(=O)/C1=C/c1cc(Cl)c(O)c(Cl)c1	17	-4
Cc1cc(-c2ccc([N+](=O)[O-])cc2)c(C#N)c(N)n1	-3	-5
Cc1ccc2nc(-c3ccc(C)o3)c(NC(=O)C3CCCCC3)n2c1	56*	3
O=C(c1ccc(S(=O)(=O)Cc2ccccc2Cl)c([N+](=O)[O-])c1)N1CCOCC1	3	-1
CC(C(=O)O)N1Cc2ccccc2C1=O (stereo not given)	-8	2
O=[N+]([O-])c1ccc(Oc2ccc(Cl)c3cccnc23)c(Cl)c1	-1	2
COc1ccc(C2CC(c3ccccc3C)n3nc(N)nc3N2)cc1 (stereo not given)	7	1
Cc1cccc(S(=O)(=O)N2CCC(C(=O)NCCc3csc(C)n3)CC2)c1	3	-3
Cc1ccc(C(C)C)cc1OCCN1CCCC1	-3	-11
O=C(Cn1cnc(-c2ccc(F)cc2)cc1=O)NCc1cccs1	-9	0
Cc1c(C#N)c(NC(=O)c2cccs2)n(CC2CC2)c1C	/	-13
COc1ccccc1/C=c1\sc2nc(-c3cccc(Cl)c3)nn2c1=O	-3	-6
COc1ccc(-c2c(C)c3ccc(OCC(=O)OC(C)(C)C)cc3oc2=O)cc1	-43	-12
Cc1nc(OCC(=O)Nc2cc(F)ccc2C)c2ccccc2n1	-2	2
CC(C)(C)C(=O)Nc1cccnc1N1CCOCC1	11	-4
O=C1OCCN1C(=O)[C@H]1[C@H](c2ccc(F)cc2)C(c2cccc(Cl)c2)=NN1c1ccc(Br)cc1	94*	-4
COc1cccc(-n2c(=O)c3c(n4cnnc24)-c2ccccc2CC32CCCCC2)c1	19	11
O=C1CSC(c2ccc3c(c2)OCO3)N1CCN1CCCCC1 (stereo not given)	5	-2
O=C(Nc1ccc(CN2CCCC2)cc1)c1cccs1	5	-8
Cc1ncc(CO)c2cc(C(N)=O)c(=Nc3ccc(Cl)c(Cl)c3)oc12	-5	-4
Cc1ccccc1-c1nc(C2CCN(S(=O)(=O)c3ccc(C#N)cc3)CC2)no1	-3	-4
CC1=C(C(=O)Nc2ccc(F)cc2)C(c2ccccc2Cl)C2=C(CCCC2=O)N1 (stereo not given)	-1	-1
